Source: PubChem BioAssay (National Center for Advancing Translational Sciences (NCATS))
IkB signaling = inhibitors of IkB signaling in ABC-DLBCL cells | 110,000 compounds, 0.04% hits | Potency, µM (titrated, usually from 57.1 µM), for inactives: at the top dose IkBa stabilization activation | AID 445 | ABC-DLBCL IkBa-CBG/CBR dual luciferase ratio, 4 h; response scale: scaled: untreated 0%, proteasome inhibitor 100%; active = well fitted curve in the direction sought with a large enough effect in the signal ratio, not every such curve was filed as active; inconclusive = small, poorly fitted or top-dose-only effect, or a change in a side signal; the % refers to the signal ratio;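 note: the direction sought is a rising ratio; 0% = basal untreated cells and 100% = reference inhibitor full response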
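Curves were fitted separately to fusion (green), unfused (red) and ratio luminescence, then classed by r2, magnitude and activity. Cells: OCI-Ly3, 4 h compound plus doxycycline at 37C; 10 uM MG-132 defined full response.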
p53ts 32C tox = p53ts cell cytotoxicity, permissive temperature. 130,000 compounds, 0.93% hits. H1299-p53A138V at 32C, ATP luminescence viability, 24 h. Potency, µM (highest dose often 46.1 µM), inactives show at the highest dose activity change, negative = cytotoxicity, most hits filed as cytotoxic;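 note: 0% = DMSO and -100% = full killing by reference compound; nearly all actives have a fitted effect of over 55% in size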
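Cells: H1299 p53ts (A138V), 600/well, pre-incubated 16–30 h at 37C. Cpd up to 46 uM, 24 h, 32C. Readout: ATPlite luminescence, 20 min RT. Normalization: DMSO vs tamoxifen 100 uM. AC50 by Hill equation.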
Peg3 imprint = genomic imprint erasure induction; Potency, µM (top dose mostly 60.7 µM), for inactives: at the top dose activity change, positive = activation, actives largely listed as activators; AID 1948; 110,000 compounds, 0.02% hits; mouse ES Peg3-LacZ reporter, beta-gal luminescence, 40 h;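 note: 0% = negative control wells on the plate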
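Readout: BetaGlo luminescence (5 min, room temp) for LacZ from the normally silent maternal Peg3 allele in female Peg3LacZ-Neo ES cells. Cells 300/well, 40 h, 37C, 5% CO2. Data normalized per plate to negative controls.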
p53ts 39C kill = p53ts cell cytotoxicity, nonpermissive temperature; H1299-p53A138V viability at 39C, ATP luminescence, 24 h; Potency, µM (doses to about 46.1 µM), without a hit: at the top dose activity change, negative = cell killing, hits mostly cytotoxic; 130,000 compounds, 1.5% hits; AID 902; note: nearly all actives have a fitted effect of over 55% in size
An asterisk follows results filed as active; ? = inconclusive; . = not tested or not shown; & = joins results of further samples; [ ] = dose if it differs, or a comment. Unless noted, calls come from the whole dose curve; as a rule, active = well fitted curve in the direction sought with a large enough effect; inconclusive = small, poorly fitted or top-dose-only effect, or another doubt; inactive = no such curve, though single readings can be large; an effect the other way counts as inactive or inconclusive. Unless noted, % is set by controls: 0 for no effect and ±100 for the full control effect; potency is the fitted concentration of half-maximal effect. No enrichment for hits; overall some 1.7% were active at least once.

compound,IkB signaling,p53ts 32C tox,Peg3 imprint,p53ts 39C kill
COC(=O)c1cc(-c2ccccc2)n(CC(=O)O)c1C,-0.6%,2%,-3%,-5%
CCCC(=O)Nc1ccc(-c2nc3cc(C)c(C)cc3o2)c(O)c1,0.3%,-10%,-6%,-5%
Cc1ccc(N(CC(=O)NCc2ccc(Cl)cc2)S(=O)(=O)N(C)C)cc1,0.7%,15%,-11%[10.9 µM],-7%
Cc1cc(=O)n2c3c(cccc13)CCC2,-2.0%,-8%,-1%,-13%
CCOc1ccc(-c2cc(C(=O)N/N=C/c3ccc(O)c(OC)c3)[nH]n2)cc1,.,?,.,?
Cc1ccc(OCC(=O)Nc2ccc(S(=O)(=O)N(Cc3ccccc3)c3ccccc3)cc2)cc1,3.9%,?,-14%[10.9 µM],-18%
CCOc1ccccc1CNS(=O)(=O)c1ccc2c(c1)oc(=O)n2C,0.9%,-4%,-11%,0%
O=C1NC(c2ccccn2)Nc2sc3c(c21)CCC3 (stereo unspecified),?,-23%,-60%[inhibitor],?
COc1ccccc1N1CCN(CCn2c(=O)[nH]c3c([nH]c4ccccc43)c2=O)CC1,0.7%,-3%,-2%,-8%
COC(=O)c1c(NC(=O)c2ccco2)sc(C(=O)Nc2ccc(F)cc2)c1C,-1.0%,-8%,0%,-6%
Cc1cc(NC(=O)CCCC(=O)Nc2ccc(F)cc2)no1,3.4%,0%,.,3%
C[C@@]12CC[C@@H]3[C@H](CCC4=CC(=O)CC[C@]43C)[C@@H]1CC[C@@H]2C(=O)Cn1cnc2c(=S)nc[nH]c21,2.0%[11.4 µM],3%[9.22 µM],-2%[10.9 µM],7%[9.22 µM]
CCOC(=O)N1CCN(C(=O)CSc2ccc(Cl)cc2)CC1,1.2%,-9%,-4%,-1%
C=CCCCCCC,2.9%,1%[1.84 µM],-2%,-18%
O=C(CSc1nc2c(sc3ccccc32)c(=O)n1CCCC(=O)NC1CCCC1)Nc1ccc(F)cc1,3.9%,1%,10%[10.9 µM],4%
CCCCn1c(CCC)nc([N+](=O)[O-])c1Sc1ccc(Cl)cn1,.,-19%,.,23%
O=S(=O)(c1ccc(Cl)cc1)c1nc(-c2ccco2)oc1SCc1ccccc1F,2.3%,5%,-11%[10.9 µM],9%
CCOC(=O)c1c(NC(=O)CCCOc2ccccc2C)sc2c1CCC(C)C2 (stereo unspecified),-0.6%,8%,-1%[10.9 µM],-3%
COc1ccc(NC(=O)Cn2c(=O)n(CC(=O)NCCc3ccccc3)c(=O)c3ccccc32)cc1,2.5%,20%,9%[10.9 µM],14%
CCn1c(SCC(=O)c2c(N)n(C)c(=O)n(C)c2=O)nc2sc(C)c(C)c2c1=O,-1.5%,6%,-3%,-2%
COc1ccc(-n2c(C)nc3cc(C(=O)NCc4ccco4)ccc32)cc1,1.4%,-4%,3%,11%
COc1ccc(N2CCN(c3ncnc4nc[nH]c34)CC2)cc1,-0.7%,4%,-10%,5%
CCOc1ccc(NC(=O)CSc2nnc(-c3ccco3)n2C)cc1,0.2%,-4%,-6%,-14%
COc1ncc2nc(-c3cc(F)cc(F)c3)c(=O)n(C)c2n1,0.8%[11.4 µM],2%,1%,-5%
Cc1cc(-c2[nH]nc3c2C(c2ccc(Cl)cc2)C(C#N)=C(N)O3)c(C)s1 (stereo unspecified),.,-3%,.,4%
Cc1cccc(CNc2cc(-c3cccc(NS(C)(=O)=O)c3)ncn2)c1,6.1%[11.4 µM],7%,5%,-7%
Cc1nc(-c2ccccc2)c(-c2ccccc2)[nH]1,.,5%,.,1%
CCN(C1CCCCC1)S(=O)(=O)c1cn(C)c(=O)n(C)c1=O,-0.5%,6%,-12%,15%
CCc1cc2c(SCC(=O)C(C#N)=C3N(C)c4ccccc4N3C)ncnc2s1,0.0%,6%,-5%,3%
CCOC(=O)c1[nH]c2ccccc2c1NC(=O)c1ccco1,-1.1%,-4%,-10%,-4%
CCn1c(=O)c(=O)n(CC)c2cc(N3CCCCC3)c(NC(=O)c3cccc(F)c3)cc21,-0.9%,6%,-6%[10.9 µM],16%
Cc1ccc2cccc(NC(=S)NC(=O)c3c(Br)cnn3C)c2n1,.,4%,.,4%
CC(NC(=O)c1ccc2c(c1)OCO2)C1CCCO1 (stereo unspecified),.,0%,.,-11%
CCCN(CCC)CCCNC(=O)C1CCC(CNS(=O)(=O)c2ccc(NC(C)=O)cc2)CC1 (stereo unspecified),3.3%,8%,12%[10.9 µM],-3%
Cc1oc2c(c(C)cc3oc(=O)c(CC(=O)NCCc4ccccc4F)c(C)c32)c1C,-0.2%,-5%,-15%[10.9 µM],-3%
O=C(CC(c1ccccc1)c1ccco1)N1CCOCC1 (stereo unspecified),.,0%,.,5%
CCOc1ccc(S(=O)(=O)c2cc3cccc(OCC)c3oc2=O)cc1,1.9%,10%,7%[10.9 µM],-18%
Cc1ccc(S(=O)(=O)c2c(Nc3ccccc3)sc(C(=O)c3ccc4c(c3)OCO4)c2N)cc1,?,8%,-11%[10.9 µM],-18%
COc1ccc(NC(=O)CNS(=O)(=O)c2cccs2)cc1,-1.5%,-6%,-15%,3%
O=C1C2=C(SCCS2)C(=O)N1CCCO,-0.3%,7%,2%,17%
CCCOc1c(OC)cccc1C1CC(=O)Nc2cc3c(cc21)OCO3 (stereo unspecified),?,28%,-15%,6%
COCCNc1nc(NCc2ccccc2OC)c2cnn(C)c2n1,0.6%,5%,-8%[10.9 µM],3%
O=C(Nc1ccccc1)c1nc[nH]c1C(=O)O,-2.0%,-2%,-13%[10.9 µM],14%
CCN1CNC(=S)N(C(C)c2ccccc2)C1 (stereo unspecified),.,-10%,.,-8%
Cc1ccc(C(=O)N2CCN(c3cccc(Cl)c3)CC2)cc1C,?,4%,-13%,-6%
Cc1c(Cl)cccc1NC(=O)N1CCN(Cc2cc(=O)n3nc(-c4ccccc4F)sc3n2)CC1,?,2%,-9%[10.9 µM],-12%
N#CC1=C(N)NC(SCC(=O)Nc2ccccc2)=C(C#N)C12CCCCC2,.,-1%,.,0%
Cc1cccn2c(Nc3ccccc3)c(-c3ccc(N4CCOCC4)cc3)nc12,?,-5%,8%[10.9 µM],?
Cc1cccc(-n2ccnc2SCC(=O)Nc2cc(C)on2)c1,-1.0%,-9%,4%,16%
Cc1ccc(N2C(=O)CSC23C(=O)N(CC(=O)NCCc2ccccc2)c2ccccc23)cc1C (stereo unspecified),?,8%,-7%[10.9 µM],7%
CCOc1ccc2nc(N3CCC(C(=O)Nc4c(C)cccc4C)CC3)sc2c1,-0.6%,-12%,-13%[10.9 µM],?
CCc1c(C)sc2c1CCN(C(=O)Nc1cc(C)ccc1C)C2c1ccc(OC)cc1 (stereo unspecified),?,1%,11%[10.9 µM],0%
Nc1nc(NC(=O)c2cccc(S(=O)(=O)N3CCCCCC3)c2)nc(-c2ccccc2)n1,-0.3%,-9%,-23%,-16%
COc1cc2nncc(SCc3ccc(Cl)c(Cl)c3)c2cc1OC,0.1%[11.4 µM],0%[9.22 µM],1%[10.9 µM],11%[9.22 µM]
COC(=O)c1sccc1S(=O)(=O)N1CCN(c2ccccc2OC)CC1,2.8%,-10%,-10%[10.9 µM],-14%
Cc1oc2cc3c(C(=O)N4CCN(C)CC4)c(C)oc3cc2c1C(=O)N1CCN(C)CC1,0.1%,-3%,1%,-8%
N#Cc1ccccc1CN1C(=O)c2ccccc2Sc2ccc(C(=O)OCc3ccco3)cc21,1.6%,-2%,-17%[10.9 µM],-12%
CCN(CC)C(=O)N1CCN(C)CC1,2.9%[25.6 µM],9%,-6%,5%
COc1cccc(/C=N/n2c(SC)nnc2-c2ccccc2)c1OC,?,-5%,-7%,1%
CCN1CCN(c2c(Cl)cccc2NC(=O)c2ccco2)CC1,-3.7%,1%,-3%,10%

Following part.
compound,IkB signaling,p53ts 32C tox,Peg3 imprint,p53ts 39C kill
Cc1ccc(NC(=O)Cn2nc(C)c3ccccc3c2=O)c(C)c1,0.8%,8%,-9%,-8%
CCOC(=O)c1csc(NC(=O)c2ccc(S(=O)(=O)N(CC)CC)cc2)n1,-3.1%&-0.5%,-13%&-4%,-10%&-16%,5%&-5%
Cc1cc(NC(=O)CSc2nnc(COc3cccc(C)c3C)n2C)no1,0.3%,-6%,11%,8%
COc1ccc(NC(=O)Cc2nnc(SCC(=O)Nc3cc(C)ccc3OC)n2C)cc1,-0.2%,-1%,-14%,-3%
COc1ccc(NC(=O)C(=O)NCCc2ccccc2)cc1OC,-1.9%,3%,-7%[10.9 µM],17%
Cc1ccc(NS(=O)(=O)c2ccc3c(c2)CC(=O)N3)cc1Cl,?,13%,6%[10.9 µM],20%
O=c1c2[nH]c3ccc(F)cc3c2ncn1C1CCCCC1,-1.7%,-11%,-13%,-5%
Cc1ccc(NC(=O)Cn2c(=O)n(CCCC(=O)NCc3ccc4c(c3)OCO4)c(=O)c3ccccc32)cc1,?,7%,-10%[10.9 µM],9%
Cc1cc(CNC(=O)[C@H]2C[C@@H]2[C@H](NP(=O)(c2ccccc2)c2ccccc2)c2ccccc2)nn1C,.,6%,-9%,3%
O=C(Nc1ccc(Cl)cc1)NC1CCCC1Cc1ccco1 (stereo unspecified),8.3%,25%,-12%,?
CN(C(=O)C1CCCO1)c1nnc(-c2cnccn2)s1 (stereo unspecified),-1.0%,3%,-3%,4%
CCc1[nH]nc2c1C(C(C)C)C(C#N)=C(N)O2 (stereo unspecified),33%,-13%,.,-20%
COC(=O)CCc1c(C)nn(-c2ccccc2)c1C,6.2%,-5%,-5%,2%
Cn1c(=O)c(NCCO)c2c3c(cccc31)C(=O)c1ccccc1-2,-2.3%,4%,-4%,-10%
CC(=O)c1cc2c(cc1NC(=O)c1c(C)nn(-c3ccc(C)cc3)c1-n1cccc1)OCO2,1.2%,-3%,15%[10.9 µM],14%
COCCn1c(SCC(=O)Nc2ncc(C)s2)nc2sc3c(c2c1=O)CCC3,?,0%,-12%,-11%
Cc1noc(C)c1C(=O)OCC(=O)c1cc(C)n(Cc2ccccc2Cl)c1C,?,-11%,-45%[inhibitor],-19%
Cc1ccc(S(=O)(=O)Nc2ccc3ncccc3c2)cc1,1.8%,-13%,-19%,-10%
CN(C)Cc1ccccc1-c1nc(NCc2ccccc2)c2ccccc2n1,-5.1%[11.4 µM],-24%,-22%,-25%
COC(=O)c1cc2oc3ccccc3c2n1Cc1c(C)cc(C)cc1C,-1.4%,6%,-5%[10.9 µM],-1%

Reprinted at random: two records from the list, in no set order.
compound,IkB signaling,p53ts 32C tox,Peg3 imprint,p53ts 39C kill
O=C(Nc1ccc(Cl)cc1)NC1CCCC1Cc1ccco1 (stereo unspecified),8.3%,25%,-12%,?
CC(=O)c1cc2c(cc1NC(=O)c1c(C)nn(-c3ccc(C)cc3)c1-n1cccc1)OCO2,1.2%,-3%,15%[10.9 µM],14%

Continued:
compound,IkB signaling,p53ts 32C tox,Peg3 imprint,p53ts 39C kill
O=[n+]1cc(-c2ccc(F)cc2)n([O-])c2c1CCC2,-0.6%,4%,2%,3%
O=C(Nc1ccc(NC(=O)c2cccs2)cn1)c1ccco1,3.4%,6.3µM*,-60%[inhibitor],10µM*
Cc1c(O)c(Br)c(C)c(O)c1Br (tested in a mixture with another compound),?,-24%[9.22 µM],-43%[inhibitor][10.9 µM],?
Cc1nc(-n2nc(C)c(Cc3ccc(Cl)cc3)c2C)sc1C(=O)N1CCC(C)CC1,?,3%,-20%[10.9 µM],33%[activator]
Cc1ccc(OCC(=O)Nc2nnc(SCc3cc(=O)c4ccccc4[nH]3)s2)cc1C,?,-4%,-7%[10.9 µM],-11%
COc1ccc2nc(NC(=O)CSc3nnc(-c4ccoc4C)n3C)sc2c1,0.4%,4%,-1%,-10%
CCN(CC)C(=O)c1sc2c(c1C)c(=O)n(CCc1ccccc1)c(=O)n2Cc1cccc(Cl)c1,2.1%,29%,-9%[10.9 µM],-7%
